ERAP1 inh = inhibitors of human ERAP1 aminopeptidase; Q9NZ08; recombinant ERAP1, Leu-AMC fluorescence, 60 min; inhibition, % at 10.7 µM; 340,000 tested, 0.15% active; AID 652197;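 active means mean replicate inhibition of at least 30%, or all replicates individually reaching that 30% level; inactive means mean below 30% and not every replicate reaching it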;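 further: 0% = neutral control wells and 100% = L-leucinethiol positive control wells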
Target sequence (Q9NZ08 whole entry, looked up): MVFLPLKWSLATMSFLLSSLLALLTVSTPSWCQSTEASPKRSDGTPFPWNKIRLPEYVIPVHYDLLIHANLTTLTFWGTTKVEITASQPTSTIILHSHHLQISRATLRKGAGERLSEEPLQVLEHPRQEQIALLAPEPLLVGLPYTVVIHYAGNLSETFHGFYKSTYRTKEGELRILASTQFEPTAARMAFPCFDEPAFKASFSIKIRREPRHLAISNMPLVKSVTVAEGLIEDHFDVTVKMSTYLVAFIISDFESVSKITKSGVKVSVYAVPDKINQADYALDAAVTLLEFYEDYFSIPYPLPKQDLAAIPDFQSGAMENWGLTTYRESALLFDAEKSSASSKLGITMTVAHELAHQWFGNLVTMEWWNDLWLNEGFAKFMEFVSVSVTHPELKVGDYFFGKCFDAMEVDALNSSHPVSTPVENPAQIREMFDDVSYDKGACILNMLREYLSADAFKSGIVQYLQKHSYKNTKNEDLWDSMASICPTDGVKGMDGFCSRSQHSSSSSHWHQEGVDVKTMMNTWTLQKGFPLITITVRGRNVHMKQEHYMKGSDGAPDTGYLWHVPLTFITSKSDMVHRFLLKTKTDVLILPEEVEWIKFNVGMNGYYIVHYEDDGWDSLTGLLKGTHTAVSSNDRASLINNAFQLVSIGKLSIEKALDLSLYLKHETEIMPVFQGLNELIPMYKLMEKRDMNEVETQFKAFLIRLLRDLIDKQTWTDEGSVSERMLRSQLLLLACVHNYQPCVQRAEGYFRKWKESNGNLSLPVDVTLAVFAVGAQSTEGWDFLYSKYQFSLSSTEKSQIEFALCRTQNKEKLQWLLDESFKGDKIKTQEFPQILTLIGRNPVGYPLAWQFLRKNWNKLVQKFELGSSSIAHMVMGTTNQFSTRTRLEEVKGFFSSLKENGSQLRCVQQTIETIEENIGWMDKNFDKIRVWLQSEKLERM
S100A4 inh HTS = inhibitors of human S100A4 binding to myosin IIA peptide | S100A4/TAMRA-MyoIIA peptide fluorescence polarization | AID 652163 | P26447 | inhibition, % at 10.7 µM | 360,000 tested, 0.14% active;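 active means mean inhibition of at least 70% across replicates, with every replicate also reaching that level; inconclusive means mean inhibition reaches 70% but some replicates fall short; inactive means mean inhibition below 70%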
Target sequence (P26447 whole entry, looked up): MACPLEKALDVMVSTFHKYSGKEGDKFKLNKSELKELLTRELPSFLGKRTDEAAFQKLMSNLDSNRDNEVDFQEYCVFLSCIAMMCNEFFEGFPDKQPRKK
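Test system – S100A4 monomer (human) · Compound – single-point compound testing · Schedule – 5 min incubation before reading · Probe or stimulus – TAMRA-labelled myosin IIA heavy-chain peptide probe, 5 nM · Benchmarks – neutral control DMSO, positive control TFP · Medium – Calcium-containing HEPES buffer, pH 7.2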
XiGFP reactiv = X-chromosome reactivation activator. XiGFP mouse fibroblasts, % GFP-positive cells imaging, 3 d; cells co-treated with 5-aza-dC sensitizer; scaled so ellipticine positive control = 100%. activation, % at 7.58 µM. 360,000 tested, 0.055% active. AID 743238;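 active means mean normalized replicate activation at least 10% and every replicate at or above 10%; inconclusive means only one of the two criteria met; inactive means mean below 10% and not all replicates reach 10%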;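 further: 0% = median of on-plate neutral control wells and 100% = ellipticine 6 µM median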
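assay system = SV40-immortalized XiGFP fibroblast cells, line 68-5-11 | buffer or medium = DMEM plus 5-aza-dC sensitizer | doses = single-point pinned compound dosing | times = 3-day compound exposure, then 15 min fixation at room temperature | benchmarks = positive control ellipticine, 6 µM final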
Cneo AK release = causes C. neoformans cell lysis | adenylate kinase release luminescence, 4 h; normalised: neutral wells 0, clomiphene wells 100 | lysis activity, % at 15 µM | 360,000 tested, 0.2% active | AID 651654;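 active means mean lysis activity across replicates of at least 80%, whatever share of replicates individually reach that level; inactive means mean lysis activity below 80%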
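Signal: Adenylate kinase release luminescence | Assay system: Log-phase Cryptococcus neoformans yeast cells | Input: Cells at 5 × 10^6 per mL | Buffer or medium: Fresh YPD growth medium | Compound: Single dose | Schedule: Static 4 h at 37 °C with compound, 1 h detection | Controls: Clomiphene | Read-out: Luminescence rise reflecting yeast cell lysis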
PGC1a acetyl inh = PGC1a acetylation modulation, inhibitor mode. U2OS PGC1a acetylation, AlphaScreen anti-acetyl-lysine; with virally co-expressed GCN5 acetyltransferase. inhibition, % at 15.6 µM. 350,000 tested, 0.17% active;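 active means every replicate shows inhibition of at least 40%; inconclusive means mean inhibition at least 40% but some replicate below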;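 further: 0% = neutral control wells and 100% = positive control wells; some results beyond the cut were filed as inactive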
C2C12 statin = suppression of simvastatin myotoxicity; C2C12 myotubes + simvastatin, ATP luminescence, 48 h; scaled: DMSO 0, geranylgeraniol control 100; rescue of ATP level, % at 7.49 µM; 330,000 tested, 0.78% active;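 active means mean ATP rescue above about 67%, or every replicate alone reaching that limit, limit read from the data, passing the limit was not always enough; inconclusive means no clear call, values can overlap the other calls; inactive means mean under the limit and some replicate under it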;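 further: myotubes were challenged with 10 µM simvastatin during compound exposure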
LGR2 antag = Drosophila LGR2 receptor signaling inhibition. HEK293 LGR2, CRE-luciferase, bursicon-stimulated, 4 h. inhibition, % at 9.99 µM. 380,000 tested, 0.35% active;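 active means drop in luminescence signal, shown as inhibition above about 50% in the replicate tests, limit read from the data, passing the limit was not always enough; inconclusive means probably only some replicates passing the limit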;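 further: agonist challenge used bursicon conditioned medium at about half maximal strength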
SIRT5 block = sirtuin-5 (human) deacylase inhibition; Purified SirT5, succinyl-peptide AMC, trypsin-coupled fluorescence; inhibition, % at 15 µM; 330,000 tested, 1.1% active; AID 652115; in the data active means inhibition above about 15%; inconclusive means no clear call, values can overlap the other calls
* = called active by the depositor; u = inconclusive; x = not tested or not shown.

SMILES,ERAP1 inh,S100A4 inh HTS,XiGFP reactiv,Cneo AK release,PGC1a acetyl inh,C2C12 statin,LGR2 antag,SIRT5 block
COc1ccc(CC(=O)Nc2ccc(S(=O)(=O)N3CCCC3)cc2)c(OC)c1,-1,u,0.1,1,1,8,6,0
Cc1ccc(NC(=O)CN2CCN(C(=O)C3CC3)CC2)c(F)c1,3,-4,0.0,0,13,1,-16,-3
CCOC(=O)c1nn(-c2ccc3ccccc3c2)cc1O,0,-2,17*,-2,x,12,-58,2
Cc1ccc(C(=O)OCCOc2cccc(Cl)c2)cc1S(=O)(=O)N1CCOCC1,2,0,0.0,-1,x,-11,-2,-5
CCN1CCN(c2ccc(NC(=O)c3ccc(OC)c(S(=O)(=O)N4CCCC4)c3)cc2)CC1,-4,-5,0.1,-2,4,19,-15,-3
O=C(C[C@H]1CC[C@@H](NS(=O)(=O)c2cccc(F)c2)[C@@H](CO)O1)N1CCCCC1,-4,0,-0.1,1,2,3,-12,-6
O=C(COC(=O)c1ccccc1Cl)Nc1cccc(S(=O)(=O)N2CCCCC2)c1,-1,0,1.6,-2,5,0,5,-1
Oc1ccc(/C=C/c2ccnc3ccccc23)cc1,x,x,-0.2,2,10,-18,-23,x
CCOc1ccc(C(=O)CCC(=O)NC(CC(C)C)C(=O)OC)cc1 (configuration not stated),3,-8,0.0,3,5,-4,x,-2
CCN(CC(=O)Nc1ccc(NC(C)=O)cc1)C(=O)c1oc2ccccc2c1C,2,-5,-0.1,-3,-8,-2,5,0
COc1ccc(C(=O)Oc2ccc[nH]c2=O)cc1,0,-7,0.2,x,x,x,-9,1
Cc1cc(-c2nn(-c3ccccc3F)cc2CNCCc2cnc[nH]2)c(C)s1,-1,-9,0.4,2,8,3,-13,-3
CCOC(=O)C1=C(O)/C(=C/c2cccc(OC)c2O)N=C1C,6,-8,-0.1,x,7,x,6,1
COC(=O)CC1C(=O)NCCN1C(=O)c1ccc2oc(C(C)C)nc2c1 (configuration not stated),1,-10,0.0,-1,7,3,5,-1
CNC(=O)C[C@H]1CC[C@H]2[C@@H](COc3ccc(NC(=O)C(C)C)cc3C(=O)N2C)O1,x,x,0.1,56,3,-3,0,x
COc1ccc(-c2cc(-c3nnc(COC(=O)c4ccc(O)cc4)o3)c3ccccc3n2)cc1OC,0,3,0.0,-2,2,x,16,-4
O=C(C#Cc1ccccc1)Nc1ccccc1F,-1,-2,0.0,-7,1,27,-24,-2
Cn1cccc1C(=O)OCC(=O)NC(=O)c1ccc(Cl)cc1,3,-3,-0.1,0,4,-1,-10,-3
CCN(CC)S(=O)(=O)c1ccc(N2CCOCC2)c(NC(=O)c2ccc(C#N)cc2)c1,6,-7,0.0,x,x,x,20,4
COc1cccc2cc(C(=O)NCC3CCCO3)c(=O)oc12 (configuration not stated),x,x,x,-1,9,11,-32,x
Cc1[nH]nc2c1C(c1ccsc1)C(C#N)=C(N)O2 (configuration not stated),x,x,x,0,17,141*,3,x
COc1ccc(NC(=O)N(C)C[C@H]2Oc3c(NC(=O)NC(C)C)cccc3C(=O)N([C@H](C)CO)C[C@H]2C)cc1,-1,7,0.1,1,-4,20,-9,-1
Cc1ccc(Cc2c(-c3ccccc3)nc3ccc(Cl)cn23)cc1,4,-1,0.0,4,x,37,-31,x
Cc1c(O)ccc(C(=O)CN2CCN(Cc3ccccc3)CC2)c1O,-4,9,0.0,-4,-3,4,1,2
C[C@@H]1CN([C@@H](C)CO)C(=O)c2cc(-c3ccc(F)cc3)cnc2O[C@H]1CN(C)C(=O)Nc1ccc(F)cc1,x,x,0.1,x,5,33,-8,x
COc1ccc(C=NNc2ccc(S(=O)(=O)Nc3ccccc3C(=O)O)cc2[N+](=O)[O-])c(OC)c1,3,0,x,-1,7,2,x,44*
COc1ccccc1/C=C/C=N/n1c(-c2ccco2)n[nH]c1=S,3,-3,0.1,x,-16,x,x,-1
Cc1ccc(N(CC(=O)N2CCCCCC2)S(C)(=O)=O)cc1Cl,2,3,0.0,-1,-19,-1,1,6
Cc1ccc(S(=O)(=O)N(C)c2ccccc2C(=O)Nc2c(F)cccc2F)cc1,-4,-2,0.1,0,25,2,-4,x
S=c1[nH]nc(-c2cc(-c3ccccc3)n[nH]2)n1/N=C/c1ccc(Br)s1,x,6,0.0,x,-5,x,-12,3
COc1ccc(C(=O)NN)cc1COc1ccc(Br)cc1,x,x,x,7,16,24,21,x
O=C1c2[nH]nc(-c3ccccc3)c2C(c2ccccc2)N1c1ccccc1 (configuration not stated),-1,-2,0.1,x,x,x,10,x
COc1ccc(-c2ccc3c(c2)[C@@H]2C[C@H](N(C)C(=O)C(C)(C)C)[C@H]([C@H](C)O)C(=O)N2CC3)cc1,3,-6,0.0,10,-11,-1,6,-4
COC(=O)[C@]12CCCCC=C1N(CCC1=CCCCC1)C(=O)[C@H](CC(=O)NCc1ccc(C)o1)C2,-2,-12,0.1,x,x,x,25,-4
COC(=O)N(NC(=O)C(O)(C(C)C)C(C)C)c1ccccc1,4,-12,-0.1,x,x,x,7,-5
CCOC(=O)c1cnn(CCOC(=O)c2ccc(OC)cc2)c1NC(=O)c1ccc(OC)cc1,x,x,0.1,1,2,x,-9,x
CCCNC(=O)C[C@H]1CC[C@@H]2[C@H](COc3ccc(NC(=O)c4ccc5c(c4)OCO5)cc3C(=O)N2C)O1,-4,2,0.3,52,2,-12,0,-2
CCCn1c(SC(C)C(=O)NC2CCCC(C)C2C)n[nH]c1=O (configuration not stated),-4,0,-0.1,2,0,5,4,-12
C[C@@H]1CCCCO[C@@H](CN(C)S(C)(=O)=O)[C@@H](C)CN([C@H](C)CO)C(=O)c2cc(NS(=O)(=O)c3ccc(F)cc3)ccc2O1,-1,20,-1.2,-2,15,18,4,0
COc1ccc(NC(=O)Nc2ccc3c(c2)C(=O)N([C@H](C)CO)C[C@H](C)[C@H](CN(C)CC2CCCCC2)O3)cc1,2,2,-0.1,3,0,-21,-12,1
CN1CCCCN2[C@H](C1)[C@H](c1ccc(-c3ccccc3)cc1)[C@@H]2CO,-1,-13,0.1,1,5,-15,-7,-4
Cc1c(NC(=O)Nc2cc(Cl)ccc2Cl)c(=O)n(-c2ccccc2)n1C,4,1,0.0,5,x,1,1,1
C[C@H](CO)N1C[C@H](C)[C@@H](CN(C)C(=O)CCC(F)(F)F)OCCCC[C@H](C)Oc2ccc(N(C)C)cc2C1=O,3,-19,-0.6,1,-5,-22,15,1
Cc1ccc(S(=O)(=O)N2CC3(O)CN(C(=O)OC(C)C)N(C(=O)OC(C)C)CC3(OC(=O)NCc3ccco3)C2)cc1 (configuration not stated),2,0,-0.1,-2,10,-6,4,-1
CC1=CCC[C@@H]2[C@@](C)(CC/C(C)=C/C(=O)O)[C@H](C)CC[C@@]12C,4,0,0.0,-4,x,19,x,x
O=S(=O)(c1ccc(OC(F)(F)F)cc1)N1CCC(O)(c2cccc(C(F)(F)F)c2)CC1,-3,-7,0.5,5,-7,-6,-4,2
C[C@@H]1CN([C@H](C)CO)C(=O)CCCn2nncc2CO[C@@H]1CN(C)C(=O)Nc1ccccc1F,0,-3,-0.2,47,8,-4,9,3
CC(=O)N[C@@H](Cc1c[nH]c2ccccc12)C(=O)OCC(=O)Nc1cc(C)on1,-1,-4,0.2,x,7,x,-1,0
CCN(CC)C(=O)CSc1nc2c(sc(=S)n2-c2ccccc2)c(=O)[nH]1,-3,-3,0.7,x,x,x,15,1
CCOC(=O)c1sc(C)c2c1NC1(CCCCCC1)NC2=O,x,x,x,-1,13,-1,27,x
O=C(N/N=C/C=C/c1ccccc1[N+](=O)[O-])c1ccncc1,0,2,0.5,5,x,x,-8,6
O=Cc1ccc(-n2cc(C=O)c3ccccc32)cc1,4,3,0.1,x,9,x,19,2
CC(=O)Cn1c(CN2CCCCC2)nc2ccccc2c1=O,-1,-2,0.0,-1,4,-2,35,-1
Cc1cccc(C)c1OCC(=O)N/N=C/c1cccnc1,-2,-9,0.0,2,4,-4,11,5
N#Cc1ccc(C(=O)OCCCc2cc3ccccc3c(=O)o2)cc1,-2,2,1.0,0,x,12,-13,-1
CC1=CC(=O)Nc2cncnc2N1,-2,-11,0.4,1,8,6,-7,1
Cc1noc(C)c1NC(=O)Nc1ccc2c(c1)C(=O)N([C@H](C)CO)C[C@H](C)[C@@H](CN(C)C(=O)Nc1ccc(F)cc1)OCCCC[C@@H](C)O2,1,-3,-0.1,-2,6,-7,-10,-5
c1ccc(-c2nnc(-c3ccccc3)o2)cc1,x,x,x,0,-6,-10,8,x
CO[C@H](CN(C)S(=O)(=O)c1ccc(F)cc1)[C@H](C)CN(C(=O)Nc1ccccc1F)[C@H](C)CO,0,u,0.0,-18,1,3,-7,8
CC(=O)c1ccc(N2CCN(C(=O)CCNC(=O)Cn3ccc4ccccc4c3=O)CC2)cc1,-5,-16,0.2,0,2,7,-2,3

Remaining list, next part
SMILES,ERAP1 inh,S100A4 inh HTS,XiGFP reactiv,Cneo AK release,PGC1a acetyl inh,C2C12 statin,LGR2 antag,SIRT5 block
COc1cc(NC(=O)COC(=O)CSc2cc(C)ccc2C)c(C)cc1[N+](=O)[O-],-2,0,0.3,-1,3,-6,11,-3
CCOc1ccc2[nH]c3c(c2c1)CNCC3,20,-3,0.1,0,x,1,1,-2
Cc1noc(C)c1S(=O)(=O)Nc1ccc2c(c1)CC(=O)N([C@H](C)CO)C[C@@H](C)[C@@H](CN(C)CC1CCCCC1)O2,0,13,0.0,1,3,58,1,0
C[C@H](CO)N1C[C@H](C)[C@@H](CN(C)C(=O)NC2CCCCC2)Oc2ccc(NS(=O)(=O)c3cn(C)cn3)cc2CC1=O,x,x,-0.6,1,5,26,0,x
COCC(=O)N(C)C[C@@H]1Oc2ncc(-c3ccccc3F)cc2C(=O)N([C@H](C)CO)C[C@@H]1C,-1,-10,-1.0,3,3,1,25,-5
COc1cccc(CN(C)C[C@@H]2OCc3cnnn3CCCC(=O)N([C@H](C)CO)C[C@@H]2C)c1,x,x,1.1,x,4,-13,2,x
S=C(Nc1cccc(Cl)c1Cl)NC1CCN(Cc2ccccc2)CC1,-5,-3,0.0,-2,x,x,12,2
C[C@@H]1CN([C@@H](C)CO)C(=O)c2cc(NS(=O)(=O)c3ccc(F)cc3)ccc2O[C@@H]1CN(C)S(=O)(=O)c1ccccc1,x,x,-0.3,-1,2,21,-3,x
C[C@@H]1CCCCO[C@@H](CN(C)C(=O)Nc2ccc(C(F)(F)F)cc2)[C@@H](C)CN([C@H](C)CO)C(=O)c2cc(NC(=O)CCC(F)(F)F)ccc2O1,3,0,-0.9,0,9,x,13,-2

From PubChem BioAssay

Not all compounds are listed; the hit share may differ from the screen's.
